TAG inh – inhibitors of triacylglycerol accumulation, primary screen, cell-based, uHTS, fluorescence, H9c2; H9c2 cells, Nile Red lipid (TAG) fluorescence; cells loaded with 200 µM oleic acid; inhibition, % at 12.5 µM; actives 0.66% (n = 230,000);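 active = pattern-corrected inhibition of lipid staining of at least 50% with the nuclear-stain viability signal not falling by more than 50%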;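 note: 0% = DMSO wells and 100% = triacsin C control wells; some results filed as inactive read as strong as hits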
TAG inh DAPI viability – second read-out of TAG inh, no call of its own (marks repeat the call); DAPI nuclei signal change (viability), lower = more cytotoxic, %;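 whole-well DAPI fluorescence read on a plate reader as a viability signal; minus 50 percent equals half of cells still viable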
* hit, by the source's call. This is a subset, so the mix of outcomes need not match the whole.

A first look (2 entries):
1: O=C(O)c1cccc(-c2ccc(/C=N/NC(=O)C3COc4ccccc4O3)o2)c1 (stereo not drawn)
2: O=C1c2ccccc2NC(c2ccc3c(c2)OCCO3)N1c1ccc2c(c1)OCCO2 (stereo not drawn)

Compound | 1 | 2
TAG inh DAPI viability | 0 | -6
TAG inh | 5 | -7

This part in full (from the top)
1: O=C(O)c1cccc(-c2ccc(/C=N/NC(=O)C3COc4ccccc4O3)o2)c1 (stereo not drawn)
2: O=C1c2ccccc2NC(c2ccc3c(c2)OCCO3)N1c1ccc2c(c1)OCCO2 (stereo not drawn)
3: COc1ccc(/C=N/NC(=O)C(C)Sc2ccccn2)cc1[N+](=O)[O-] (stereo not drawn)
4: O=C(CC1CCC1)NC(c1ccccc1)c1ccccc1
5: COc1cc(C#N)c(NC(=O)CN2CCN(CCO)CC2)cc1OC

Compound | 1 | 2 | 3 | 4 | 5
TAG inh DAPI viability | 0 | -6 | -6 | 6 | 4
TAG inh | 5 | -7 | -3 | -4 | -15

6: CC1CCN(CC(=O)c2cccs2)CC1
7: O=C(CCN1C(=O)C2CC=C(Cl)CC2C1=O)N1CCCCC1 (stereo not drawn)
8: O=C(O)Cc1ccc(C(=O)c2ccc(Cl)cc2)s1
9: CCOc1cc(N2CCOCC2)c(OCC)cc1NS(=O)(=O)c1ccc2c(c1)CC(=O)N2
10: O=C(CSc1nnc2ccccn12)NCCN1C(=O)CSC1=O

Compound | 6 | 7 | 8 | 9 | 10
TAG inh DAPI viability | 0 | -2 | -1 | 8 | 5
TAG inh | 4 | 2 | -14 | 2 | -8

11: O=C(O)CCC(=O)NNC(=O)c1ccc([N+](=O)[O-])cc1
12: N#Cc1c[nH]n2c(=O)c3c(nc12)CCC3
13: CCOC(=O)c1sc2nc(C)nc(N3CCN(S(=O)(=O)c4ccccc4)CC3)c2c1C
14: Cn1c(Cl)cnc1C(O)(c1ccccc1)c1ccccc1
15: NC(N)=Nc1nc(CCN2C(=O)c3ccccc3C2=O)cs1

Compound | 11 | 12 | 13 | 14 | 15
TAG inh DAPI viability | 0 | -1 | -3 | 3 | 1
TAG inh | 9 | 3 | 2 | -4 | -4

16: CCCCn1c(N)c(N(CC(C)C)C(=O)c2cc(Br)c(Br)s2)c(=O)[nH]c1=O
17: CCOCCC(=O)Nc1ccc2c(c1)c(=O)n(C)n2-c1ccccc1F
18: O=C(Nc1ccccc1Cl)c1cc(C2CCCN(C(=O)c3ccc4c(c3)CCO4)C2)on1 (stereo not drawn)
19: COc1cc(C(=O)OC(C)C(=O)Nc2ccc3c(c2)OCO3)ccc1OCc1c(C)noc1C (stereo not drawn)
20: COC(=O)[C@H](Cc1ccc(O)cc1)NC(=O)Cn1cnc2c(NCc3ccccc3)ncnc21

Compound | 16 | 17 | 18 | 19 | 20
TAG inh DAPI viability | 9 | 9 | -3 | -7 | 3
TAG inh | -13 | -8 | 11 | 2 | -3

21: Cc1ccc(-c2n[nH]c(=O)c3ccccc23)cc1N
22: Cc1cc(C)n(-c2ccc(C(=O)Nc3sccc3C(N)=O)cc2)n1
23: CSC(=NC#N)N1CCN(c2cccc(Cl)c2)CC1
24: CCOc1ccc(C=NNC(=O)c2cccc3ccccc23)cc1OCC
25: Fc1cccc(F)c1[B-](F)(F)F

Compound | 21 | 22 | 23 | 24 | 25
TAG inh DAPI viability | -6 | 1 | 3 | 9 | 0
TAG inh | -17 | 11 | -2 | 0 | -9

26: COC(=O)c1ccc(CSc2nnc(NC(C)C)s2)cc1
27: Cc1nnc(SC(C)C(=O)NCC2CCCO2)n1-c1ccccc1 (stereo not drawn)
28: COCC(=O)Nc1ccc(Nc2ccccc2)cc1
29: O=C(NC(Cc1ccccc1)C(=O)O)NC12CC3CC(CC(C3)C1)C2 (stereo not drawn)
30: COc1ccc(-n2c(Cc3cccn3C)nnc2SCC(=O)Nc2cc(C)cc(C)c2)cc1

Compound | 26 | 27 | 28 | 29 | 30
TAG inh DAPI viability | -8 | -14 | -6 | -8 | -3
TAG inh | 11 | 20 | 6 | -4 | 1

31: O=C(CCCCC(=O)Nc1c(I)cc(I)c(C(=O)O)c1I)Nc1c(I)cc(I)c(C(=O)O)c1I
32: Cc1ccc(NC(=O)COC(=O)CN2C(=O)NC(C)(C)C2=O)cc1S(=O)(=O)N1CCOCC1
33: NC(=O)CCn1nc(-c2ccc(Cl)cc2)c2ccccc2c1=O
34: COc1ccc(N(C)S(=O)(=O)c2cccc3nsnc23)cc1
35: Nc1c(C(=O)O)sc2nc(-c3ccc(F)cc3)cc(-c3ccccc3)c12

Compound | 31 | 32 | 33 | 34 | 35
TAG inh DAPI viability | 6 | -10 | -5 | -9 | -3
TAG inh | -14 | 12 | 18 | 10 | -3

36: Nc1nnc(SCC(=O)NNC(=O)c2ccccc2)s1
37: COc1ncnc2c1ncn2CCCNC1CCN(Cc2ccccc2)CC1
38: O=C(CCNS(=O)(=O)c1ccccc1F)NC1CCCCCC1
39: COc1ccc(S(=O)(=O)N2CCC3(CC2)CC(=O)c2ccccc2O3)cc1
40: Cc1ccc(C)c(OCC(=O)Nc2cccc(S(=O)(=O)NC3=NCCCCC3)c2)c1

Compound | 36 | 37 | 38 | 39 | 40
TAG inh DAPI viability | -2 | 9 | -3 | 3 | 11
TAG inh | 8 | 2 | 10 | 1 | -3

41: Cc1cc(N=NC(=O)c2ccccc2O)c2ccccc2c1O
42: Cc1ccccc1CSc1nnc(C)c(=O)[nH]1
43: COC(=O)C1C(=O)C2=C(CC1C)Nc1ccccc1NC2c1cccs1 (stereo not drawn)
44: CCOc1ccc(/C=C2\SC(=S)N(NS(=O)(=O)c3ccc(C)cc3)C2=O)cc1OC
45: CN1CCN(S(=O)(=O)NC[C@H]2O[C@@H](n3cnc4c(N)ncnc43)[C@H](O)[C@@H]2O)CC1

Compound | 41 | 42 | 43 | 44 | 45
TAG inh DAPI viability | 2 | 5 | -7 | 12 | 8
TAG inh | -12 | -21 | -5 | -14 | 5

46: CC(C)(C)c1cc(C(=O)Nc2ccccc2)ccn1
47: CCOc1ncccc1C(=O)Nc1cc(S(=O)(=O)N2CCOCC2)ccc1OCC(F)(F)F
48: COCCNc1nc(-c2ccccc2)nc2ccccc12
49: Cc1ccc(Cl)cc1NC(=O)COC(=O)CC1CCCCC1
50: CN(Cc1ccccc1)C1=CC(=[N+]2CCCC2)CC(C)(C)C1

Compound | 46 | 47 | 48 | 49 | 50
TAG inh DAPI viability | -13 | 3 | -2 | -8 | -20
TAG inh | 11 | 5 | 6 | -4 | 6

51: COc1cc(C(=O)O)ccc1Cl
52: CC1(C(=O)NS(=O)(=O)c2ccccc2C(F)(F)F)CCN1C(=O)CCc1ccccc1 (stereo not drawn)
53: CCOP(=O)(OCC)/C(C#N)=C(\O)c1ccc(OC)cc1
54: COc1ccccc1-c1cnc(C(O)c2ccc(Cl)c(F)c2)[nH]1 (stereo not drawn)
55: NC(=O)C1=CN(Cc2ccc(Cl)cc2)CCC1C(F)(F)F (stereo not drawn)

Compound | 51 | 52 | 53 | 54 | 55
TAG inh DAPI viability | 2 | 8 | 0 | 8 | -2
TAG inh | -6 | 2 | 10 | -40 | 5

56: C[C@H](O)[C@@H]1CN2CCc3c([nH]c4ccccc34)[C@@H]2C[C@@H]1N(C)C(=O)Nc1cc(Cl)cc(Cl)c1
57: CCN(CC)C1CCN(C(=O)CCc2nnc(CCc3ccccc3)o2)C1 (stereo not drawn)
58: O=C(CN1CCCC1c1cccs1)N1CCN(S(=O)(=O)c2cccc(F)c2)CC1 (stereo not drawn)
59: Cc1ccccc1C(=O)Nc1cccc(N)c1
60: CC(C)CNC(=O)COC(=O)c1ccc(Cl)c(S(=O)(=O)N2CCc3ccccc32)c1

Compound | 56 | 57 | 58 | 59 | 60
TAG inh DAPI viability | -2 | 14 | 2 | 2 | -15
TAG inh | 3 | 2 | -15 | 25 | 23

61: O=C1CCc2cc(S(=O)(=O)NC(Cc3ccccc3)C(=O)NCC3CCCO3)ccc2N1 (stereo not drawn)
62: Cn1nc(C(C)(C)C)cc1C(=O)NN1CCOCC1
63: O=C(C1CCN(S(=O)(=O)c2cccc3cccnc23)CC1)N1CCN(c2ccc(Cl)cc2)CC1
64: COC(=O)C1CCN(CCCOc2ccc(CN3CCN(c4ccc([N+](=O)[O-])cc4)CC3)cc2)CC1
65: CCC(=O)N(C)CCc1cc2c(c(OC)c1/C=N/NS(=O)(=O)c1ccc(C)cc1)OCO2

Compound | 61 | 62 | 63 | 64 | 65
TAG inh DAPI viability | 0 | 3 | -4 | 6 | -5
TAG inh | -2 | 1 | -22 | -18 | -3

66: OC(CCCN1CCCCC1)(c1ccccc1)c1ccc(C(F)(F)F)cc1 (stereo not drawn)
67: OCC1(CCOc2ccccc2)CCN(CCCn2cccn2)CC1
68: O=C(c1ccc(OC2CCN(Cc3ccccn3)CC2)cc1)N1CCCC(O)C1 (stereo not drawn)
69: O=S(=O)(c1cccc(S(=O)(=O)N2CCC(Cc3ccccc3)CC2)c1)N1CCOCC1
70: CCOc1ccc(C(=O)COC(=O)c2cc(=O)[nH]c3ccccc23)cc1

Compound | 66 | 67 | 68 | 69 | 70
TAG inh DAPI viability | -7 | 0 | -71 | -20 | 4
TAG inh | 12 | -9 | 116 | 35 | 0

71: NNc1ccc([N+](=O)[O-])c2[nH][nH]c(=O)c12
72: CCOC(=O)c1csc(NC(=O)c2ccc(OCC)cc2)n1
73: CCCCCCCCNC(C)C(O)c1ccc(SC(C)C)cc1 (stereo not drawn)
74: O=[N+]([O-])c1ccc(N/N=C/c2c[nH]c3ccccc23)cc1
75: CCOC(=O)N1CCN(C(=O)Nc2ccccc2)CC1

Compound | 71 | 72 | 73 | 74 | 75
TAG inh DAPI viability | -29 | -12 | 3 | -17 | 3
TAG inh | 21 | -13 | -3 | -37 | -5

76: C=CCn1c(-c2ccc(OC)c(OC)c2)cs/c1=N\c1ccccn1
77: COc1ccc(S(=O)(=O)NCC(c2cccnc2)N2CCN(C)CC2)cc1OC (stereo not drawn)
78: OCCOCCn1c(-c2ccccc2)nc(=S)c2c1CCCC2
79: N#Cc1ccccc1OCC(=O)Nc1c(C(=O)C2CC2)oc2ccccc12
80: O=C(CSc1ccc(-c2ccncc2)nn1)c1ccccc1

Compound | 76 | 77 | 78 | 79 | 80
TAG inh DAPI viability | 13 | 4 | 1 | 8 | 2
TAG inh | -3 | 2 | -3 | 0 | -8

81: C[C@@H]1CN[C@@H](CCO)/C1=C\c1ccccc1
82: O=C(COC(=O)c1ccc(OC(F)F)cc1)NCCCN1CCCC1=O
83: O=C(COc1ccc([N+](=O)[O-])cc1)N1CCN(c2nnc(-c3ccccc3)c3ccccc23)CC1
84: C=CCOc1ccc(/C=C/C(=O)OCC(=O)NCc2ccco2)cc1
85: CN(CC(=O)Nc1cccc(F)c1)C(=O)Cn1c(=O)oc2ccccc21

Compound | 81 | 82 | 83 | 84 | 85
TAG inh DAPI viability | 2 | -13 | -2 | 3 | 1
TAG inh | -2 | 7 | 5 | -5 | 6

86: CCNC(=S)N/N=C/c1cc(C)n(-c2ccc(Cl)cc2)c1C
87: CC(C)(O)CN(C(=O)c1ccc([N+](=O)[O-])cc1)C1CCCC1
88: Cc1cc(/C=N/n2cnnc2)c(C)n1-c1cccc(Cl)c1
89: O=C(NCc1cc(C(F)(F)F)cc(C(F)(F)F)c1)C12CN(Cc3ccccc3)CC1C(c1cccc([N+](=O)[O-])c1)=NO2 (stereo not drawn)
90: COc1ccc(N(C)S(=O)(=O)c2cccc(C(=O)Nc3nnc(C)s3)c2)cc1

Compound | 86 | 87 | 88 | 89 | 90
TAG inh DAPI viability | -9 | -3 | -3 | -2 | -9
TAG inh | 8 | 1 | -19 | 7 | -9

91: O=C(CCCN1C(=O)S/C(=C/c2ccccc2)C1=S)Nc1ccc(C(=O)O)cc1
92: CN(CCCNC(=O)Cn1cc2c(n1)CCCC2)C1CCCCC1
93: CCC(OC(=O)c1nsc(Cl)c1Cl)C(=O)NCCOC (stereo not drawn)
94: O=C(Oc1ccc[nH]c1=O)c1ccccc1
95: COc1ccc(C2CC(=O)c3cnn(-c4nc(C)cc(C)n4)c3C2)cc1 (stereo not drawn)
96: COc1ccc(CCNC(=O)CSc2cn(Cc3ccccc3)c3ccccc23)cc1OC

Compound | 91 | 92 | 93 | 94 | 95 | 96
TAG inh DAPI viability | 10 | 2 | 1 | 1 | -1 | -2
TAG inh | 14 | -3 | -2 | -6 | 6 | 43

18 entries from above, set out differently:
no.	SMILES	TAG inh DAPI viability	TAG inh
79	N#Cc1ccccc1OCC(=O)Nc1c(C(=O)C2CC2)oc2ccccc12	8	0
80	O=C(CSc1ccc(-c2ccncc2)nn1)c1ccccc1	2	-8
81	C[C@@H]1CN[C@@H](CCO)/C1=C\c1ccccc1	2	-2
82	O=C(COC(=O)c1ccc(OC(F)F)cc1)NCCCN1CCCC1=O	-13	7
83	O=C(COc1ccc([N+](=O)[O-])cc1)N1CCN(c2nnc(-c3ccccc3)c3ccccc23)CC1	-2	5
84	C=CCOc1ccc(/C=C/C(=O)OCC(=O)NCc2ccco2)cc1	3	-5
85	CN(CC(=O)Nc1cccc(F)c1)C(=O)Cn1c(=O)oc2ccccc21	1	6
86	CCNC(=S)N/N=C/c1cc(C)n(-c2ccc(Cl)cc2)c1C	-9	8
87	CC(C)(O)CN(C(=O)c1ccc([N+](=O)[O-])cc1)C1CCCC1	-3	1
88	Cc1cc(/C=N/n2cnnc2)c(C)n1-c1cccc(Cl)c1	-3	-19
89	O=C(NCc1cc(C(F)(F)F)cc(C(F)(F)F)c1)C12CN(Cc3ccccc3)CC1C(c1cccc([N+](=O)[O-])c1)=NO2 (stereo not drawn)	-2	7
90	COc1ccc(N(C)S(=O)(=O)c2cccc(C(=O)Nc3nnc(C)s3)c2)cc1	-9	-9
91	O=C(CCCN1C(=O)S/C(=C/c2ccccc2)C1=S)Nc1ccc(C(=O)O)cc1	10	14
92	CN(CCCNC(=O)Cn1cc2c(n1)CCCC2)C1CCCCC1	2	-3
93	CCC(OC(=O)c1nsc(Cl)c1Cl)C(=O)NCCOC (stereo not drawn)	1	-2
94	O=C(Oc1ccc[nH]c1=O)c1ccccc1	1	-6
95	COc1ccc(C2CC(=O)c3cnn(-c4nc(C)cc(C)n4)c3C2)cc1 (stereo not drawn)	-1	6
96	COc1ccc(CCNC(=O)CSc2cn(Cc3ccccc3)c3ccccc23)cc1OC	-2	43
